Rac1 GTP hydrolysis = MgcRacGAP GTPase-activating activity inhibitors, confirmation, biochemical, ADP Hunter fluorescence; Rac GTPase-activating protein 1 (Homo sapiens); MgcRacGAP-stimulated Rac1 GTP hydrolysis, ADP Hunter fluorescence; higher % means a stronger effect; GST-tagged Rac1 F28L mutant substrate; inhibition, % at 30 µM, or IC50 in µM where a hit was titrated; 0.6% of 340,000 active; AID 624330, 2012;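 active = first-screen hits whose inhibition reached a set limit at any dose in the follow-up dose series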;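 also: fluorescence reports GDP produced by GAP-driven GTP hydrolysis; strong numbers were not always called active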
NTR1 ag = agonists of NTR1, primary screen, imaging, U2OS cells, beta-arrestin-GFP, high content (AID 493036) | NTR1-U2OS beta-arrestin-GFP spot imaging, agonist mode | activation, % at 20 µM | 0.17% of 330,000 active;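 active = activation at or above 40% of the spot to cytoplasm intensity ratio, with at least 20 cells analyzed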;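 also: 0% = DMSO without peptide and 100% = 100 nM NTR1 peptide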
Target sequence (P30989 whole entry, looked up): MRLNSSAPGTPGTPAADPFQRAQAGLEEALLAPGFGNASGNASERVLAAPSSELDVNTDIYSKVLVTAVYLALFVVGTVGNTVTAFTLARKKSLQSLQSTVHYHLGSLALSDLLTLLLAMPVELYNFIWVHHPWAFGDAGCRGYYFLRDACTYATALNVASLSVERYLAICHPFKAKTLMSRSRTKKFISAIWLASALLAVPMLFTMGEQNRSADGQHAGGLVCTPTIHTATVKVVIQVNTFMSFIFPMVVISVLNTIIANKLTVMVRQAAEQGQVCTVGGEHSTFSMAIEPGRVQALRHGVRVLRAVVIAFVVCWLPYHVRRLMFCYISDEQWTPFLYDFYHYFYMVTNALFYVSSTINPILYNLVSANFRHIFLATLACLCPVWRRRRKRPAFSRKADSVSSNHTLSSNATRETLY
UTI89 phage lysis = inhibition of K1F phage lysis, E. coli UTI89, bacterial capsule biogenesis inhibitors, alamar blue (AID 488966); one-dose inhibition, % at 100 µM; IC50 in µM for titrated hits; 0.02% of 340,000 active; E. coli UTI89 K1F phage lysis, alamar blue, 2 h; higher % means a stronger effect;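 active = phage lysis inhibition, versus mean bacterial control, above a set limit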;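 also: capsule biogenesis inhibitors block K1F phage lysis so surviving cells raise fluorescence; higher fluorescence means more inhibition of phage lysis; actives were called in the ten point dose series up to 300 µM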
T cell HTS = modulators of CD8 T cell-vesicle binding, primary screen, mouse 2C CD8+ T cells, flow cytometry | AID 2052, 2009 | calls only at 7 µM | 2C CD8+ T cell-vesicle binding; stronger effect = lower value | 0.068% of 330,000 active;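 active = response, share of CD8 T cells binding vesicles, and their 90th percentile fluorescence all below set limits, cut at about 80% in these data, passing the limit was not always enough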
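Material: murine 2C transgenic CD8+ T lymphocytes / Also added: QL9-peptide-loaded Drosophila micro-vesicles bearing Ld, ICAM-1 and B7-1 / Schedule: binding step 1.5 h, 37 °C, antibody labelling 20 min, ice / Signal: flow cytometry, PE anti-B7-1 (FL2) versus Alexa647 anti-CD8 (FL8), PFA-fixed / Evaluation: percent CD8+ FL2 mean versus row control / Benchmarks: naked versus QL9-loaded vesicles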
Large T inhibition = SV40 large T antigen inhibitors, biochemical (AID 1903) | SV40 large T antigen ATPase/helicase inhibition assay; higher % means a stronger effect | inhibition, % at 20 µM; hits with a dose series show IC50 in µM | 0.39% of 310,000 active; in the data active = a potency from the dose series; also: strong numbers were not always called active
TNAP activation fold = human TNAP enzyme activators, primary screen, biochemical, luminescent, no phosphate acceptor, uHTS (AID 1001); 0.03% of 200,000 active; activation fold at 20 µM, or EC50 in µM where a hit was titrated; purified TNAP, luminescent activation assay, no phosphate acceptor; higher activation fold means a stronger effect; Alkaline phosphatase, tissue-nonspecific isozyme (Homo sapiens); in the data active = activation fold from about 3, or a potency from the dose series; inactive = the rest, 99 in 100 with activation fold below about 1.6; also: many of its hits are not listed in these tables
RSV CPE inhibition = RSV antiviral activity via CPE protection, HEp-2 cells, primary 10 µM value included (AID 2391); HEp-2 cells, RSV-induced CPE inhibition; higher % means a stronger effect; CPE inhibition, % at 10 µM, or IC50 in µM where a hit was titrated; 0.13% of 310,000 active; in the data active = a potency from the dose series; also: strong numbers were not always called active
Myeloid diff MLP = induction of myeloid progenitor differentiation, primary screen, cell-based, flow cytometry, MLPCN library | ER-HoxA9 myeloid progenitors, lysozyme-GFP differentiation | calls only at 10 µM | 1% of 360,000 active | AID 624256, 2012;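 active = normalized GFP-positive differentiation at or above the plate's own cutoff, the solvent-only control mean plus 3 SD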;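 also: cells exposed to compound for four days before flow analysis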
Salmonella PhoP GFP = inhibitors of PhoP regulon expression, primary screen, Salmonella Typhimurium, GFP reporter (AID 1863); S. Typhimurium PhoP-regulated promoter GFP reporter, 4 h; higher % means a stronger effect; inhibition, % at 50 µM, or IC50 in µM where a hit was titrated; 0.16% of 300,000 active;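 active = inhibition over 29.93%, a cutoff 3 SD above the screen mean, later confirmed by dose response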;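 also: 0% = low Mg2+ inducing control and 100% = high Mg2+ repressing control; strong numbers were not always called active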
T cell HTS vesicle-bound % = also measured in T cell HTS; calls as there; double positive events, %; measured here: CD8+ vesicle-bound cell fraction;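 binding gate set so that unloaded-vesicle control wells show 10% double positive cells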
NTR1 ag cell count 20 µM = also measured in NTR1 ag; calls as there; cell count; measured here: cell count, cytotoxicity flag
Myeloid diff MLP GFP+ MAC1+ % = also measured in Myeloid diff MLP; calls as there; GFP+ MAC1+ double positive, %; measured here: differentiation confirmed by MAC1 staining
Starred values were filed as active, the others as inactive; i = inactive; · = no result given; [ ] = dose if it differs, or a comment.

SMILES | Rac1 GTP hydrolysis | NTR1 ag | NTR1 ag cell count 20 µM | UTI89 phage lysis | T cell HTS | T cell HTS vesicle-bound % | Large T inhibition | TNAP activation fold | RSV CPE inhibition | Myeloid diff MLP | Myeloid diff MLP GFP+ MAC1+ % | Salmonella PhoP GFP
COC(=O)c1sc(=S)n(-c2ccccc2)c1N | 10% | 2.9 | 58 | 7.5% | i | 35 | 20% | 1.1 | 3.9% | i | 0.3 | -11%
COc1ccccc1CNC(=O)COC(=O)c1cccc(-n2cnnn2)c1 | 2% | 0.4 | 63 | 0.3%[50 µM] | i | 22 | · | · | 0.8% | i | 1.3 | ·
Cc1ccc(S(=O)(=O)N2CCCCC2C(=O)N2CCN(C)CC2)cc1 (stereo not given) | 7% | 3.0 | 52 | -1.6%[50 µM] | i | 35 | 7% | 1 | 3.6% | i | 0.6 | 10%
CCC(C)(C)n1nnnc1CN1CCN(c2ccc(OC)cc2)CC1 | 0% | -0.7 | 41 | -1.2% | i | 44 | 26% | 1.1 | 1.8% | i | 0.4 | -3%
CC(C)c1nc(NCCN2CCOCC2)c(C#N)c2c1COC(C)(C)C2 | 7% | -0.7 | 63 | 0.8% | i | 28 | 6% | 1.1 | 0.3% | i | 1.4 | -3%
O=C(NC1CCCC1)C(c1ccsc1)N(C(=O)Cc1cccs1)c1ccccc1 (stereo not given) | -1% | 1.2 | 49 | 1.1%[50 µM] | i | 36 | -1% | 0.9 | -0.1% | i | 11 | 13%
Cc1ccc(S(=O)(=O)Nc2ccc(-n3cnnn3)cc2)c(C)c1 | 2% | 1.2 | 43 | 0.8%[50 µM] | i | 30 | · | · | -0.1% | i | 0.3 | ·
COc1ccc(-c2cc(-c3ccccc3)c(C#N)c(S(C)(=O)=O)n2)cc1 | 8% | 11 | 87 | 0.9% | i | 17 | 0% | 0.9 | -0.8% | · | · | 1%
COc1cc(C)c(CNC2CCCCC2)cc1C | 15% | 1.0 | 57 | -1.4% | i | 36 | -2% | 1.1 | -1.0% | i | 1.7 | 11%
CCN(c1cccc(C)c1)S(=O)(=O)c1ccc2c(c1)CCN2C(C)=O | 2% | 2.7 | 62 | 0.9% | i | 42 | 2% | 1.1 | 1.6% | i | 0.8 | 6%
CCOC(=O)c1ccc(N2CCCCC2)c(NS(=O)(=O)c2cccc(C(F)(F)F)c2)c1 | 7% | 0.9 | 41 | 0.6% | i | 12 | 5% | · | 13% | i | 0.3 | -5%
O=C(O)CSc1nc2ccccc2n1C1CCCCC1 | 4% | 0.8 | 51 | 0.6% | i | 55 | 5% | 1.1 | 0.0% | i | 0.2 | -2%
O=C(c1cnc2ccccn2c1=O)N1CCc2ccccc21 | -1% | 0.7 | 79 | 8.8% | i | 24 | 20% | 1.1 | 1.0% | i | 0.8 | 5%
Nc1ccccc1Oc1c(F)c(F)c(Oc2ccccc2N)c(F)c1F | 5% | 3.8 | 64 | -0.7% | i | 49 | 24% | 1.1 | 2.5% | i | 0.3 | 2%
CCc1ccc(OCCNC(=O)OCc2ccccc2)cc1 | -1% | -0.8 | 37 | -1.0%[50 µM] | i | 61 | 5% | 1 | 8.5% | i | 0.4 | -4%
Cn1c(=O)cc(OCCCC(=O)Nc2ccccn2)c2ccccc21 | 9% | -0.2 | 81 | 0.7% | i | 30 | 10% | 1.1 | 1.0% | i | 0.3 | -6%
COc1ccc(C(=O)CSc2nnc(CNc3ccc(F)cc3)o2)cc1 | 2% | -0.3 | 39 | 0.9% | i | 29 | 5% | 1.1 | 5.9% | i | 0.5 | 5%

Part of the list above in another layout:
| Molecule | Rac1 GTP hydrolysis | NTR1 ag | NTR1 ag cell count 20 µM | UTI89 phage lysis | T cell HTS | T cell HTS vesicle-bound % | Large T inhibition | TNAP activation fold | RSV CPE inhibition | Myeloid diff MLP | Myeloid diff MLP GFP+ MAC1+ % | Salmonella PhoP GFP |
| --- | --- | --- | --- | --- | --- | --- | --- | --- | --- | --- | --- | --- |
| CC(C)c1nc(NCCN2CCOCC2)c(C#N)c2c1COC(C)(C)C2 | 7% | -0.7 | 63 | 0.8% | i | 28 | 6% | 1.1 | 0.3% | i | 1.4 | -3% |
| O=C(NC1CCCC1)C(c1ccsc1)N(C(=O)Cc1cccs1)c1ccccc1 (stereo not given) | -1% | 1.2 | 49 | 1.1%[50 µM] | i | 36 | -1% | 0.9 | -0.1% | i | 11 | 13% |

Pulled one by one from above:
SMILES | Rac1 GTP hydrolysis | NTR1 ag | NTR1 ag cell count 20 µM | UTI89 phage lysis | T cell HTS | T cell HTS vesicle-bound % | Large T inhibition | TNAP activation fold | RSV CPE inhibition | Myeloid diff MLP | Myeloid diff MLP GFP+ MAC1+ % | Salmonella PhoP GFP
COc1ccc(C(=O)CSc2nnc(CNc3ccc(F)cc3)o2)cc1 | 2% | -0.3 | 39 | 0.9% | i | 29 | 5% | 1.1 | 5.9% | i | 0.5 | 5%
CCN(c1cccc(C)c1)S(=O)(=O)c1ccc2c(c1)CCN2C(C)=O | 2% | 2.7 | 62 | 0.9% | i | 42 | 2% | 1.1 | 1.6% | i | 0.8 | 6%
Cc1ccc(S(=O)(=O)N2CCCCC2C(=O)N2CCN(C)CC2)cc1 (stereo not given) | 7% | 3.0 | 52 | -1.6%[50 µM] | i | 35 | 7% | 1 | 3.6% | i | 0.6 | 10%
COc1ccccc1CNC(=O)COC(=O)c1cccc(-n2cnnn2)c1 | 2% | 0.4 | 63 | 0.3%[50 µM] | i | 22 | · | · | 0.8% | i | 1.3 | ·
Nc1ccccc1Oc1c(F)c(F)c(Oc2ccccc2N)c(F)c1F | 5% | 3.8 | 64 | -0.7% | i | 49 | 24% | 1.1 | 2.5% | i | 0.3 | 2%

Source: PubChem (several laboratories)
